MEKK2 WT-MEK5 = raises or lowers MEK5 binding to wildtype human MEKK2 PB1 domain. 290,000 compounds, 1.1% hits. binding response (% of control), % at 10 µM. Q9Y2U5. bead flow cytometry, Alexa488-MEK5 binding to MEKK2 WT; actives lie on both sides; in the data active means binding response below about 67% or above about 130%
HCV NS3 hel inh = inhibitors of Hepatitis C virus NS3 helicase. inhibition, % at 10.9 µM. AID 1800. NS3 helicase DNA unwinding, Cy5 molecular beacon fluorescence. 290,000 compounds, 0.56% hits;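 active means inhibition above the mean of all tested compounds plus 3 SD, set per campaign, cut at about 35% in these data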;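 further: 0% = DMSO wells and 100% = thioflavine S control wells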
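Compound dosing – single dose, 10.9 µM nominal final, DMSO 0.8% final · System – NS3 helicase fragment of HCV · Buffer or medium – MOPS pH 6.5, MgCl2, DTT, Tween20, BSA · Signal – Cy5 beacon fluorescence read at start and 1 h · Also added – annealed dual-labelled DNA beacon duplex, ATP-started · Schedule – 1 h at 25 °C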
MEKK2 mut-MEK5 = signal of MEK5 binding to mutant human MEKK2 PB1 domain | bead flow cytometry, Alexa488-MEK5 binding to MEKK2 mutant | percent response, % at 10 µM | 290,000 compounds, 0.35% hits | AID 1530; in the data active means percent response above about 24%, passing the limit was not always enough; further: inactives centre near 1; some results filed as inactive read as strong as hits
IMP-1 inhibitor = inhibitors of Pseudomonas aeruginosa IMP-1 metallo-beta-lactamase; purified IMP-1, nitrocefin hydrolysis, epi-absorbance fluorescence; inhibition, % at 5.6 µM; AID 1556; 290,000 compounds, 0.45% hits;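 active means inhibition above the mean plus 3 SD of all compounds in the same screening run, cut at about 4.5% in these data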;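 further: 0% = IMP-1 with DMSO and 100% = DMSO wells lacking enzyme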
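Test system: recombinant IMP-1 enzyme, purified / Medium: HEPES buffer pH 7.1 with ZnSO4 and Brij 35 / Doses: single dose, 5.6 µM / Times: 25 °C, 15 min preincubation, 25 min reaction / Detection: Epi-absorbance via hydrolysed-nitrocefin quenching of white-plate fluorescence, 480/530 nm, EDTA stop / Evaluation: percent inhibition from optical density relative to buffer-blank wells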
SUMO HTRF inh = inhibitors of human SUMOylation (UBC9); HTRF SUMOylation assay, SAE1/SAE2 + UBC9, in vitro; inhibition, % at 35 µM; 290,000 compounds, 0.36% hits; in the data active means inhibition above about 50%, passing the limit was not always enough; further: strong numbers were not always called active
Target sequence (P63279 whole entry, looked up): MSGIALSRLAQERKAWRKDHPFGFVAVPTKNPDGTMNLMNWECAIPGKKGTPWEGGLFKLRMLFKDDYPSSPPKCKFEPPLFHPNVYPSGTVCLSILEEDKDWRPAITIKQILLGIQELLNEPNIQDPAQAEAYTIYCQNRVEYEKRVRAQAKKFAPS
PfM18AAP inh = blocks P. falciparum M18 aspartyl aminopeptidase; recombinant PfM18AAP, H-Glu-NHMec fluorogenic cleavage; inhibition, % at 7.35 µM; AID 1822; 290,000 compounds, 1.2% hits;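 active means inhibition above the campaign mean inhibition over all tested compounds plus 3 SD, cut at about 28% in these data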;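 further: 0% = plate median of test compound wells and 100% = 2 mM ZnCl2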
DNA FID counter = displaces DNA intercalator in HCV helicase counter-screen; 290,000 compounds, 0.17% hits; DNA fluorescent intercalator displacement, fluorescence; AID 1845; inhibition, % at 7.9 µM; in the data active means inhibition above about 37%;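 further: 0% = vehicle and 100% = reference compound; higher means more ethidium bromide displaced from hairpin DNA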
VIM-2 inh = inhibitors of Pseudomonas aeruginosa VIM-2 metallo-beta-lactamase; purified VIM-2, nitrocefin hydrolysis, epi-absorbance fluorescence; inhibition, % at 5.6 µM; 290,000 compounds, 0.89% hits; AID 1527;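 active means inhibition above the mean of all tested compounds plus 3 SD, cutoff set per screening run, cut at about 7.5% in these data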;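 further: red hydrolysis product quenches plate fluorescence so inhibitors raise well fluorescence; 0% = enzyme with DMSO and 100% = DMSO without enzyme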
NALP1 yeast inh = blocks the NALP1 inflammasome reconstituted in yeast | 280,000 compounds, 0.61% hits | inhibition, % at 10 µM | S. cerevisiae NALP1/ASC/caspase-1 growth, X-gal OD620, 72 h; in the data active means inhibition mostly above about 24%, no sharp cut-off; inactive means mostly below about 32%; further: some compounds called inactive have numbers as strong as hits
* = called active by the depositor; nt = not tested or not shown; [ ] = another dose, or the depositor's remark.

Sequence of screens: MEKK2 WT-MEK5	HCV NS3 hel inh	MEKK2 mut-MEK5	IMP-1 inhibitor	SUMO HTRF inh	PfM18AAP inh	DNA FID counter	VIM-2 inh	NALP1 yeast inh
> CCCCNC(=O)Nc1ccc2c(c1)N(C)C(=O)c1ccccc1S2
  96	-9	-1	-2.1	-9	-8	-26	-1.2	26
> CC(=O)NCCc1c(C)n(Cc2ccccc2)c2ccccc12
  101	-3	0	-1.9	-3	3	-24	0.2	20
> COc1ccc(NC(=O)CSc2nnc(NC(=O)CN3CCOCC3)s2)cc1
  103	8	-6	-3.4	-10	4	-7	-2.7	9
> COc1cc(/C=C2\SC(=S)N(NC(=O)c3ccccc3O)C2=O)ccc1O
  93	-2	-2	-7.5	-1	15	27	-3.9	4
> CCCOC(=O)c1c(NC(=O)c2cnn3c2NC(c2ccccc2)CC3C(F)(F)F)sc2c1CCCC2 (stereo not drawn)
  99	-1	5	-2.6	-7	2	-7	-2.1	13
> O=C(c1ccccc1)c1ccc(OCC(O)CN2CCN(S(=O)(=O)N3CCCCC3)CC2)cc1 (stereo not drawn)
  107	-4	3	-1.7	14	-7	-12	-0.5	10
> CCOC(=O)C1CCCN(S(=O)(=O)c2ccc3c(c2)C(C)(C)C(=O)N3C)C1 (stereo not drawn)
  95	-7	1	-4.0	6	8	-37	-1.8	8
> O=C(NC1CCCCC1)c1cc(-c2ccc(F)cc2)on1
  101	24	-2	-0.1	-2	-8	-6	-0.8	34
> Cc1ccc(Cn2c(-n3nc(C)cc3C)nc3c2c(=O)[nH]c(=O)n3C)cc1
  96	4	-1	-1.9	3	-16	-2	0.0	8
> CSCC[C@H](NC(=O)OC(C)(C)C)C(=O)N1CCC(C(=O)N[C@@H](C)C(=O)NCc2ccc(F)cc2)CC1
  101	-12	1	-3.2	6	4	-39	-2.6	10
> O=C(CCC(NC(=O)OCc1ccccc1)C(=O)OCc1ccccc1)NCC(=O)OCc1ccccc1 (stereo not drawn)
  93	1	0	-3.0	-13	1	-36	-1.6	24
> NC(=O)COC(=O)c1oc2ccccc2c1CSc1ccc(Cl)cc1
  114	9	1	-1.6	13	5	-30	-3.8	35
> O=C(Nc1ccccc1OC(F)F)C1CCCN1C(=O)c1cccs1 (stereo not drawn)
  100	5	-1	-3.2	-10	-1	-8	-2.3	12
> O=C(CNC(=O)c1ccccc1)OC(C(=O)Nc1cc(C(F)(F)F)ccc1Cl)c1ccccc1 (stereo not drawn)
  98	23	0	-0.7	-16	12	-7	3.0	-13
> CCCOc1ccc(N2C(=O)C3ON(c4ccccc4)C(CCC)C3C2=O)cc1 (stereo not drawn)
  95	1	-1	-2.1	-5	-7	-15	-2.5	9
> CCN1C(=O)CC(C(=O)NC)SC1=Nc1cc(Cl)c(O)c(Cl)c1 (stereo not drawn)
  112	-2	4	-4.0	1	12	-3	-2.8	2
> CCOc1ccccc1NS(=O)(=O)N(C)C
  101	-7	-4	-3.7	-11	9	-29	-3.7	7
> Nc1ccc2nc(Cc3ccccc3)[nH]c2c1
  47*[inhibitor]	-2	-12	-3.2	20	-3	10	0.4	nt
> Cc1ccn2c(NC3CCCCC3)c(C)nc2c1
  98	0	-2	-3.8	26	3	0	-0.9	8
> CCN(CC)c1nc(C#N)cc(-c2ccc(OC)cc2)n1
  94	5	1	-1.9	11	5	-1	-1.6	7
> COc1cc(/C=N/Nc2nc3ccccc3[nH]c2=O)ccc1O
  97	5	-2	-1.7	-2	0	-11	-0.9	-32
> CCn1c(=O)c(C(=O)NNS(=O)(=O)c2ccc(Cl)cc2)c(O)c2ccccc21
  111	18	8	-1.5	4	3	-3	-2.4	4
> CCCn1c(C)cc(=O)c2cc(NC(=O)c3ccccn3)ccc21
  108	0	3	-0.6	16	0	17	5.3	23
> Nc1ccc2c(c1)nnn2-c1ccccc1
  79	13	-16	-0.6	34	15	0	-0.2	11
> Cc1ccc2oc(=O)n(CCC(=O)Nc3ccc(N4CCOCC4)cc3)c2c1
  105	-4	8	-3.0	2	-7	-21	-2.9	10
> COc1ccc(-c2c(C#N)c(C)nc3c2C(=O)c2ccccc2-3)cc1
  104	-2	7	0.0	-51	7	3	0.2	14
> CCOC(=O)Cn1c2ccccc2n2nc(CCC(=O)O)c(=O)nc12
  99	-1	4	-0.4	28	-5	2	-3.4	-27
> C=CCn1c(SCC(=O)Nc2sccc2C#N)nc2sc(C)c(C)c2c1=O
  91	2	2	-5.1	3	3	0	-3.4	12
> O=C(Nc1ccc2c(c1)OCO2)C1CCCN1C(=O)Nc1ccccc1 (stereo not drawn)
  98	2	-2	-3.8	8	5	-2	-2.8	2
> Cc1cccc(N2CCc3c2nc2ccc(Br)cc2c3N)c1
  96	-9	18	0.0	17	14	-1	-3.6	10

2 of these compounds, reformatted:
mol | MEKK2 WT-MEK5 | HCV NS3 hel inh | MEKK2 mut-MEK5 | IMP-1 inhibitor | SUMO HTRF inh | PfM18AAP inh | DNA FID counter | VIM-2 inh | NALP1 yeast inh
COc1cc(/C=C2\SC(=S)N(NC(=O)c3ccccc3O)C2=O)ccc1O | 93 | -2 | -2 | -7.5 | -1 | 15 | 27 | -3.9 | 4
CCOc1ccccc1NS(=O)(=O)N(C)C | 101 | -7 | -4 | -3.7 | -11 | 9 | -29 | -3.7 | 7

Going on with the list.
Sequence of screens: MEKK2 WT-MEK5	HCV NS3 hel inh	MEKK2 mut-MEK5	IMP-1 inhibitor	SUMO HTRF inh	PfM18AAP inh	DNA FID counter	VIM-2 inh	NALP1 yeast inh
> Cc1cc(=O)[nH]c(N/N=C/c2cccs2)n1
  111	-11	5	-4.8	-2	11	0	-3.9	20
> O=C(Nc1cccc2c1C(=O)NC2=O)c1ccc(S(=O)(=O)N2CCCC2)cc1
  103	-1	1	3.8	34	11	6	-1.8	-2
> Cc1cc(Nc2ccc3ccccc3c2)n2ncnc2n1
  102	8	6	-6.9	33	4	-7	-1.1	-3
> O=C(CC1C(=O)NCCN1C(=O)Nc1ccccc1)Nc1cc(Cl)ccc1Cl (stereo not drawn)
  110	-4	21	-1.0	-4	2	0	-1.9	nt
> CCc1ccccc1NC(=O)CC(O)(C(=O)OC)C(F)(F)F (stereo not drawn)
  93	4	-2	2.4	10	-1	0	-3.5	3
> CCOC(=O)Nc1sc2c(c1C(=O)OCC)CCC2
  106	-3	8	-2.7	22	-8	-7	-3.9	4
> O=C(CSc1nnc(-c2ccc(F)cc2)o1)c1ccc2c(c1)OCCO2
  100	-9	0	-1.1	0	-4	0	-3.8	15
> Cc1ccc(C)c(NC(=O)CCN2CC(C)CC(C)C2)c1 (stereo not drawn)
  113	-6	9	-1.4	4	-3	-4	-1.8	38*
> N#Cc1nc(Cc2ccccc2)oc1NCCN1CCOCC1
  99	0	-2	-1.7	-11	0	-17	-2.4	3
> CCCN(CCC)CCNC(=O)C(NS(=O)(=O)c1ccc2c(c1)CCC(=O)N2)c1ccccc1 (stereo not drawn)
  108	-6	5	-2.0	3	-1	12	-3.9	14
> CCOC(=O)c1ccc(NC(=O)CSc2nnc(Cn3c(=O)sc4ccccc43)n2C)cc1
  nt	-4	nt	-1.6	-11	-3	-1	-3.5	21
> O=C(O)CCn1c(SCc2cc(=O)n3ccccc3n2)nc2ccsc2c1=O
  93	1	-8	-0.4	24	-8	-23	-2.6	20
> O=C1NC(Cc2c[nH]c3ccccc23)C(=O)N1Cc1cccc2ccccc12 (stereo not drawn)
  95	-7	4	-1.8	8	2	-3	-1.4	nt
> O=C(Nc1ccc(N2CCOCC2)cc1)c1cc2c(s1)CCCC2
  89	-2	-6	-2.9	2	8	-19	-2.6	-2
> COc1ccccc1NS(=O)(=O)c1cccc(C(=O)N/N=C/c2ccc(NC(C)=O)cc2)c1
  85	0	-7	0.6	16	16	-19	0.6	-14
> COc1ccccc1-c1c(C)nn2c(N3CCN(Cc4ccccc4)CC3)cc(C)nc12
  101	-36	9	-3.5	20	-3	-6	-1.1	6
> COc1ccc(C(=O)Nc2c(C(C)(C)C)nn(C)c2C(C)(C)C)cc1
  101	1	7	-2.8	4	-9	-2	-2.5	-1
> Cc1ccc(N2C(=O)c3ccccc3C2Nc2ccccc2)nc1 (stereo not drawn)
  94	5	1	-3.7	2	11	-12	-0.5	9
> COc1ccc(CNC(=O)CN(C2CCCCC2)S(C)(=O)=O)cc1
  111	-6	2	-2.8	-7	-2	-9	-0.2	20
> Cc1nn(-c2ccccc2)c(Cl)c1/C=N/NC(=O)c1ccnn1C
  101	-4	4	-2.3	5	6	-34	-3.4	-12
> Cc1cccc(-n2c(CCc3ccccc3)nnc2SCC(=O)c2ccccc2)c1
  94	-2	-2	-2.4	-11	8	-31	-7.1	22
> O=C(O)CCCC(=O)Nc1ccccc1Br
  96	3	-8	-2.2	20	-15	5	-0.4	16
> COc1ccc(C2(CNC(=O)c3ccc(OC)c([N+](=O)[O-])c3)CCOCC2)cc1OC
  100	1	-6	-1.7	6	0	-9	-1.4	2
> COc1cc(OC)cc(-c2nnc(NC(=O)Cc3ccc(F)cc3)o2)c1
  104	5	2	-1.9	-6	-1	-16	-3.7	14
> COCC(=O)N(C)C1(c2nnnn2CCOC(=O)Nc2ccc(Cl)cc2)CCCC1
  101	6	2	-5.9	0	10	-9	-3.3	4
> CC(=O)N1CCOc2ccc(S(=O)(=O)N3CCC(C(=O)Nc4cc(C)ccc4C)CC3)cc21
  102	7	0	-2.2	-1	23	-45	-1.3	-3
> Cc1cccc(CN2CCN(c3nc4nonc4nc3NC3CC3)CC2=O)c1
  98	2	-2	-2.8	23	8	-7	-2.3	2
> CCOC(=O)Nc1cccc(Cl)c1C
  97	3	-1	-0.9	-30	-7	-2	1.8	0
> CCn1c(SCC(=O)Nc2cc(OC)ccc2OC)nnc1C1CCCCC1
  103	-10	4	-3.3	16	-1	-27	0.5	22
> Cc1c(C(=O)NCc2ccco2)cccc1[N+](=O)[O-]
  109	-5	-1	-2.0	2	7	5	-0.8	25
> Cc1ccc(CNC(=O)C2CCN(S(=O)(=O)c3cccs3)CC2)cc1
  99	-6	-3	-0.1	3	0	-27	-2.0	18
> O=C(/C=C/Nc1ccccc1)c1ccccc1
  nt	1	nt	-0.4	7	4	-10	-3.5	-13
> O=C(Nc1nnc(SCC(=O)N2CCOCC2)s1)C1CC(=O)N(c2ccccc2)C1 (stereo not drawn)
  99	0	-6	-1.8	-2	-3	-23	-2.2	16
> CC1CC(C)CN(c2nc3c(c(=O)n(C)c(=O)n3C)n2CCSc2ncccn2)C1 (stereo not drawn)
  111	3	11	-5.2	0	3	-8	-4.5	-12
> COc1cc2c(cc1OC)C(c1ccccc1)N(C(=O)c1cccc(S(C)(=O)=O)c1)CC2 (stereo not drawn)
  98	-14	1	-3.0	8	-3	-52	-3.0	8
> CC(=O)c1cccc(NS(=O)(=O)c2cc(-c3cnc(C4CC4)o3)ccc2C)c1
  101	18	2	-0.2	10	5	-41	-0.7	10

An unsorted share of the library; overall some 4.7% were active at least once.
